EPAC2 antag: antagonists of human EPAC2 | Q8WZA2 | EPAC2 GEF exchange of Rap1B-BODIPY-GDP, fluorescence | Potency, µM (series often up to 114 µM), for the others: top-dose activity, negative = inhibition, hits mostly inhibitors | 360,000 tested, 0.18% active | AID 720708; also: potency is read from the fitted curve at half-maximal effect; % is scaled to controls: 0 for no effect and ±100 for the full control effect; nearly all actives have a fitted effect of over 45% in size; many of its hits are not listed in these tables
Mm-Cpn inhibitor: inhibitors of Methanococcus maripaludis chaperonin (MmCpn) | Potency, µM (doses to about 76.9 µM), for inactives: top-dose activity, negative = inhibition, actives largely listed as inhibitors | purified Mm-Cpn ATPase, ADP Transcreener TR-FRET | 330,000 tested, 0.031% active; also: potency is read from the fitted curve at half-maximal effect; % is scaled to controls: 0 for no effect and ±100 for the full control effect; nearly all actives have a fitted effect of over 80% in size
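ATPase turnover read by TR-FRET ADP competition (Eu cryptate antibody/ADP-d2, 665/590 nm): 10uM ATP final, 25nM Mm-CPN final, 30 min 37degC after 10-min compound preincubation, pH 7.4 Tris/KCl/MgCl2/DTT buffer.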
CCT modulator: cytosolic chaperonin activity modulation. purified chaperonin ATPase assay, HTRF ADP detection, 30 min. activity change, % (test concentration not listed), hits read low. 360,000 tested, 0.3% active; in the data active = activity change below about -30%; also: % is scaled to controls: 0 for no effect and ±100 for the full control effect
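ATPase activity: ADP formed was measured by HTRF Transcreener (665/615 nm ratio) after 30 min at 37 deg C with 10 uM ATP. Compounds screened at one 76 uM concentration against 40 or 20 nM TRiC in Tris pH 7.4/KCl/MgCl2/DTT buffer.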
DRD3 antagonist: D3 dopamine receptor (human) antagonism; max response, negative = inhibition, %; 360,000 tested, 2.5% active; D3R cells, DiscoveRx beta-arrestin luminescence, antagonist mode; hits give low values; in the data active = max response below about -50%; inconclusive = no clear call, values can overlap the other calls; also: % is scaled to controls: 0 for no effect and ±100 for the full control effect; mostly tested at two doses, the higher about 12 µM
Target sequence (P35462 whole entry, looked up): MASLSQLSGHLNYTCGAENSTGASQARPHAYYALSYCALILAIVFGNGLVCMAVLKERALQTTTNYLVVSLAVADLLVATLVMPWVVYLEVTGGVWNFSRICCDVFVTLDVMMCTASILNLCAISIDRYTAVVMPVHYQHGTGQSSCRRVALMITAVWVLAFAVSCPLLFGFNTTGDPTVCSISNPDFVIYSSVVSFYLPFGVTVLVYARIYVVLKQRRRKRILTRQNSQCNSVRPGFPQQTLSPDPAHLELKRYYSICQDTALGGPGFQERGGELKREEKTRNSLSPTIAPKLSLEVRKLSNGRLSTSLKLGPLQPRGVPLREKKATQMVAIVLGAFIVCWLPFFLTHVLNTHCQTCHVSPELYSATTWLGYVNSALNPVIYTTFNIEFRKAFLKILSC
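Cells expressing the human receptor were seeded at 1500 cells/well, incubated overnight at 37 degrees C in 5% CO2, then exposed to library compounds with dopamine controls for 90 minutes at 37 degrees C before luminescent detection.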
D3 ag: agonists of human D3 dopamine receptor | P35462 | D3R DiscoveRx beta-arrestin cells, luminescence, 90 min | max activation, % | 410,000 tested, 0.58% active | AID 652048; in the data active = max activation above about 30%; also: 0% is about no effect; mostly tested at two doses, the higher about 12 µM
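Agonist-mode cell screen: cells plated at 1500/well and incubated overnight at 37 °C, then exposed to library compounds for 90 min at 37 °C. Detection reagent was added for 30–60 min at room temperature, and luminescence was read.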
EPAC2 agonist: agonists of human EPAC2 (RAPGEF4); EPAC2 activation, biochemical qHTS; response scale: 100% = 6.5 mM cAMP response; Q8WZA2; Potency, µM (highest dose often 154 µM), inactives show at the highest dose activation, most hits filed as activators; AID 720711; 360,000 tested, 0.079% active; also: potency is read from the fitted curve at half-maximal effect; nearly all actives have a fitted effect of over 50% in size
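Exchange assay: 100 nM EPAC2 with 250 nM Rap1B-BODIPY-GDP and 50 uM GDP. Fluorescence (ex 480/em 540 nm) read every 5 min for 30 min at room temperature. Data normalized to 6.5 mM cAMP as agonist control.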
Akt phos inh: blocks phosphorylation of Akt. Neuro2A IGF-stimulated pAkt S473 HTRF, 20 min; hits give low values. 360,000 tested, 0.32% active. activity change, % for hits at 50 µM. AID 651550; in the data active = activity change below about -80%; inconclusive = mostly about -51% to -80%; also: % is scaled to controls: 0 for no effect and ±100 for the full control effect
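Single-point screen (50 µM final compound) in Neuro2A cells stimulated 20 min with 6 nM IGF at 37 deg C. After lysis, Ser473-phosphorylated Akt read by HTRF (ex 330 nm, em 615/665 nm) as the 665/615 ratio.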
PTHR1 agonist: agonists of human PTHR1 parathyroid hormone receptor | Q03431 | HEK293 GP2 PTHR1 cells, GloSensor cAMP luminescence, 1 h | Potency, µM (top dose mostly 115 µM), inactives show at the highest dose activation, usual class: activators | 410,000 tested, 0.075% active | AID 743266; also: potency is read from the fitted curve at half-maximal effect; nearly all actives have a fitted effect of over 55% in size; some results filed as inactive show a strong effect at the top dose; inactives centre near -15; many of its hits are not listed in these tables
Target sequence (Q03431 whole entry, looked up): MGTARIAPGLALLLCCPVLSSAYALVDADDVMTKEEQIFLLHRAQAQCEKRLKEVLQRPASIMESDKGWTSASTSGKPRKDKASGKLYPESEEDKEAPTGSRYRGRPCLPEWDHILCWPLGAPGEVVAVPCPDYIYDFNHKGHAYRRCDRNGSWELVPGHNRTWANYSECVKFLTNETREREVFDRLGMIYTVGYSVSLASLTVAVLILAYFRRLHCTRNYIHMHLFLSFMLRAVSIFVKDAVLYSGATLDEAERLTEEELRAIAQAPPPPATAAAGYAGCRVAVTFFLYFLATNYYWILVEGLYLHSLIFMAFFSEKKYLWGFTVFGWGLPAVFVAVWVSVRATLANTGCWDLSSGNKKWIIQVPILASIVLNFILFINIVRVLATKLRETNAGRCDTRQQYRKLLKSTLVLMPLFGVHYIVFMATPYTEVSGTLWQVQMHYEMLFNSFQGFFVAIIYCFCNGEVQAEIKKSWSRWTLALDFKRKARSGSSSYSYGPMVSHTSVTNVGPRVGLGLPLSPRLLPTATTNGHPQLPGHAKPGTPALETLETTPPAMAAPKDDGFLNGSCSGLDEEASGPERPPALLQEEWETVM
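HEK-293-derived GP2 cells expressing PTHR1 and a GloSensor cAMP reporter, 3,000/well, plated overnight, given luciferin plus IBMX (each 0.5 mM as added) for 1 h at 37 °C, then compound for 1 h at 37 °C. Luminescence was read after 15 min at room temperature.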
* hit, by the source's call; i = inactive; ? = inconclusive; . = no result given; & = joins results of further samples; [ ] = remark or other dose. Unless noted, calls follow the shape of the dose curve; as a rule, active = well fitted curve in the direction sought with a large enough effect; inconclusive = small, poorly fitted or top-dose-only effect, or another doubt; inactive = no such curve, though single readings can be large; an effect the other way counts as inactive or inconclusive. These rows are one share of the data; the hit share may differ from the screen's.

smiles	D3 ag	EPAC2 agonist	Mm-Cpn inhibitor	EPAC2 antag	DRD3 antagonist	CCT modulator	PTHR1 agonist	Akt phos inh
COC(=O)[C@H]1C[C@@]2(O)CN(S(=O)(=O)c3ccc(C)cc3)C[C@@]2(OC(=O)NC2CC2)C[C@H]1C(=O)OC	2.0	5.0%	.	-2.5%	2.8	0.7	-9.8%	i
Cc1cc(Cl)c(O)c(-n2nc3ccccc3n2)c1	7.2	-2.9%	0.6%	3.4%	2.5	-1.0	i	i
Cc1ccc(N(CCC(=O)NC(C)(C)C)S(=O)(=O)c2ccc(C)cc2)cc1	2.6	-2.5%	1.3%	-0.1%	7.8	1.5	i	i
CCC1(c2ccc(F)cc2)NC(=O)N(CC(=O)N2c3ccccc3NC(=O)C2(C)C)C1=O (stereo not drawn)	-4.6	4.4%	-2.4%	-1.5%	14.7	0.2	-27.0%	i
CCc1ccc(C2C(=O)c3ccccc3C2=O)cc1	21.5	1.3%	.	5.3%	-1.7	-0.1	i	i
Cc1cc(Nc2ccccc2)nn1C(=O)c1ccc(Cl)cc1	2.2	3.0%	-1.3%	-4.5%	-1.0	-0.2	-12.6%	i
CNc1snc(C)c1C(=O)OC(C)C(=O)Nc1ccc(F)cc1 (stereo not drawn)	0.8	8.7%	-1.7%	0.7%	?	-1.3	-3.3%	i
COc1ccc([C@@H]2CC(=O)c3c(O)cc(O)cc3O2)cc1O	-26.9	0.6%	0.7%	17.5%	-16.4	0.7	-62.5%[inhibitor]	i
CCOC(=O)c1c(NC(=O)CSc2nnc(-c3cccc(C)c3)n2CC)sc(C(C)=O)c1C	1.2	7.3%	-18.9%	-6.8%	9.2	-3.4	-35.0%[inhibitor]	i
COc1cccc(CN(C)CC(=O)NCc2ccccc2Cl)c1	0.6	-5.0%	-24.9%	8.2%	1.9	-2.1	i	i
O=C(C[C@@H]1CC[C@@H]2[C@H](COC[C@H](O)CN2S(=O)(=O)c2ccccc2)O1)Nc1ccccc1	0.4	2.9%	.	0.4%	5.1	.	-21.2%	i
OCCNCc1cc(Br)ccc1OCc1ccccc1Cl	1.9	-7.2%	1.8%	-4.4%	4.0	-0.4	-17.6%	i
Cc1ccc(C2=NN(CC(=O)NCCN(C)C)C(=O)CC2)cc1	5.2	-0.8%	0.8%	9.0%	11.5	-1.5	i	i
Cc1nn(CCCC(=O)NCc2ccc(F)cc2)c(=O)c2nccn12	-3.1	-0.3%	1.0%	0.8%	-1.1	3.3	-7.3%	i
Cc1noc(C(C)C)c1C(=O)Nc1ccc(-c2nnc3n2CCCCC3)cc1	11.9	1.9%	-0.7%	1.6%	15.4	1.9	i	i
O=C(O)CC(C(=O)Nc1cccc(C(F)(F)F)c1)C1CCCO1 (stereo not drawn)	4.4	-8.2%	.	-4.1%	-13.0	-2.1	i	i
CCOc1ccc(CN2CCC(Cc3ccccc3)CC2)cc1	-21.3	6.4%	-3.8%	4.0%	?	-0.7	i	i
Cc1ccc(S(=O)(=O)NC2CC(C)(C)NC(C)(C)C2)cc1C	10.0	3.7%	0.5%	0.6%	3.3	0.2	i	i
COc1ccc2c(c1)cc(C(=O)N[C@H](C(=O)N1CCC(C(=O)O)CC1)C(C)C)n2C	-8.9	-1.6%	-6.2%	1.3%	9.4	-1.6	-16.0%	i
COc1ccc(N2CCN(C(=S)Nc3cc(C)ccc3C)CC2)cc1	3.9	-0.1%	1.9%	1.9%	-18.9	-4.1	?	i
COc1cc2[nH]c(=S)n(N(C(C)=O)C(C)=O)c(=O)c2cc1OC	11.3	0.2%	1.1%	-2.7%	-19.7	0.3	?	i
Cc1nn(C)c(Cl)c1CN1CCN(C2CCCCC2)C(CCO)C1 (stereo not drawn)	-2.3	7.4%	-0.1%	7.9%	5.4	1.3	i	i
COC(=O)c1ccc(CN2CCC(Oc3ccc(C(=O)N4CCCCC4)cc3)CC2)cc1	-5.9	1.2%	.	5.3%	?	-1.3	-30.6%[inhibitor]	i
O=C(NCc1ccccc1Cl)C1=CC=CN2CCS(=O)(=O)N=C12	4.9	11.7%	-3.1%	1.4%	-20.8	-1.4	27.3%	i
COc1ccccc1Cn1c(=S)[nH]c2ccccc2c1=O	-9.9	-5.6%	-5.3%	2.9%	6.6	1.1	-0.6%	i
Oc1cccc(/C=N/Nc2nn3cnnc3c3ccccc23)c1	1.8	-1.1%	-0.9%	17.5%	-4.9	-0.4	i	i
O=C(N/N=C/c1ccc(COc2ccc(Br)cc2)o1)c1ccc2c(c1)OCO2	1.3	-0.9%	0.9%	-2.9%	-7.1	1.6	-9.7%	i
O=C(O)c1ccc([N+](=O)[O-])c(CS(=O)(=O)c2ccccc2)c1	-29.3	9.2%	2.3%	0.4%	6.3	2.1	-1.6%	i
COc1ccccc1NC(=O)Nc1ccc2c(c1)nc(C)n2C	-2.4	-0.1%	4.0%	-2.5%	-19.2	0.0	-17.2%	i
C/C(=N\NC(=O)CNC(=O)C(c1ccccc1)c1ccccc1)c1ccccc1	0.9	10.4%	0.2%	14.7%	-6.5	-1.6	i	i

Reprinted at random: 2 records from the list
smiles	D3 ag	EPAC2 agonist	Mm-Cpn inhibitor	EPAC2 antag	DRD3 antagonist	CCT modulator	PTHR1 agonist	Akt phos inh
COc1ccc(N2CCN(C(=S)Nc3cc(C)ccc3C)CC2)cc1	3.9	-0.1%	1.9%	1.9%	-18.9	-4.1	?	i
COc1ccc2c(c1)cc(C(=O)N[C@H](C(=O)N1CCC(C(=O)O)CC1)C(C)C)n2C	-8.9	-1.6%	-6.2%	1.3%	9.4	-1.6	-16.0%	i

Other records:
smiles	D3 ag	EPAC2 agonist	Mm-Cpn inhibitor	EPAC2 antag	DRD3 antagonist	CCT modulator	PTHR1 agonist	Akt phos inh
C[C@H](CO)N1C[C@H](C)[C@@H](CN(C)C)Oc2c(NS(=O)(=O)c3ccccc3)cccc2C1=O	-18.1	5.6%	1.7%	?	-15.4	-4.2	-10.7%	i
Cc1cc(SCC(=O)c2cccc([N+](=O)[O-])c2)nc(=O)[nH]1	1.0	-7.2%	-5.3%	9.3%	-2.7	0.1	-2.3%	i
O=C(COC(=O)c1cccnc1Cl)NC1CCCCCC1	2.0	2.5%	-2.3%	13.2%	-17.7	-0.9	i	i
O=C(CN1CCN(c2ccc(F)cc2)CC1)Nc1ccccc1[N+](=O)[O-]	-7.1	12.2%	-0.5%	-0.6%	3.7	-0.9	-12.1%	i
Cc1cccc(NC(=S)NC2CCN(Cc3ccccc3)CC2)c1C	-0.8	0.4%	0.8%	-4.4%	-53.2*	-2.0	-9.9%	i
COc1ccc(-c2cn(Cc3ccc(C)cc3)nn2)cc1	-22.5	3.1%	-2.5%	14.6%	0.0	1.1	-37.1%[inhibitor]	i
Cc1nc2sccn2c(=O)c1S(=O)(=O)Nc1ccc(N2CCN(S(C)(=O)=O)CC2)cc1	0.5&6.5	1.9%	0.8%	-5.8%	1.7	-6.2	-20.5%	i
Cc1ccc(NC(=O)CSc2nc(=O)cc(N)n2-c2ccccc2)cc1	-10.1&0.4	-1.1%	1.9%	-2.9%	7.1	-1.1	15.8%	i
Cc1cc(C)c(S(=O)(=O)c2ccccc2)c(OC(=O)c2c(F)cccc2F)n1	4.0	-1.4%	-1.8%	-25.6%	6.1	1.4	-36.9%[inhibitor]	i
CN(C1CCS(=O)(=O)C1)S(=O)(=O)c1ccc(N2CCCC2=O)cc1 (stereo not drawn)	0.4	0.2%	3.0%	9.0%	12.8	1.9	-8.3%[57.5 µM]	i
CCC12CN3CC(CC)(CN(C1)C3c1ccccc1Cl)C2O (stereo not drawn)	0.0	-4.2%	0.5%	-14.4%	16.8	-1.0	i	i
CCN(CC)c1ccc(/C=C2\NC(=O)NC2=O)cc1	0.4	1.4%	-5.3%	7.0%	-8.7	-14.1	i	i
NC(=O)c1cccc(-c2ccnc3c2CC(C(=O)Nc2ccccc2)O3)c1 (stereo not drawn)	6.3	9.3%	.	-3.3%	24.6	-1.5	-20.4%	i
O=C(CCC(=O)N1CCN(c2ccccn2)CC1)Nc1nnc(C(F)(F)F)s1	2.7	6.1%	-10.7%	13.5%	15.1	2.2	i	i
CCOc1ccc(OCCN2C(=O)NC3(CCCc4ccccc43)C2=O)cc1 (stereo not drawn)	-1.0	-7.0%	-0.7%	-1.5%	11.2	0.0	-15.0%	i
Cc1ccc(/C=C/C(=O)OCn2nnc3ccccc3c2=O)o1	2.3	8.4%	0.1%	-5.6%	9.2	1.1	i	i
O=C(O)CN1C(=O)N/C(=C\c2cccn2-c2ccc(P(=O)(O)O)cc2)C1=O	.	-1.2%	-1.9%	11.7%	.	.	-24.1%	.
O=C(Oc1ccc2c(=O)c(Cl)coc2c1)c1cccnc1	-2.9	7.4%	0.5%	-0.8%	-19.7	-2.5	-13.1%	i
Cc1ccc(S(=O)(=O)Nc2cccc(C(=O)NCc3ccc(S(N)(=O)=O)cc3)c2)cc1	4.3	6.5%	1.0%	-12.9%	-1.7	0.2	-21.4%	i
CCCCOc1ccc(C(=O)NCC(=O)N2CC(C)CC(C)C2)cc1 (stereo not drawn)	-0.5	-7.3%	0.0%	-4.3%	-4.1	2.4	i	i
CCc1ccccc1NC(=O)CCNS(=O)(=O)c1ccc2c(c1)CCC(=O)N2	12.3	5.3%	0.7%	3.6%	2.7	-1.5	i	i
O=C(NCCO)/C(=C/c1ccc(Br)cc1)NC(=O)c1cccs1	13.8	2.5%	3.6%	6.0%	-7.3	0.4	i	i
